# Screens as filed in PubChem BioAssay.
# ADAM17 inh: inhibits human ADAM17; P78536; recombinant ADAM17, EDANS/DABCYL FRET peptide cleavage; AID 720648; inhibition, % at 6.95 µM; 370,000 compounds, 0.83% hits;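 active = inhibition above the mean of compounds lying between control limits plus 3 SD, set per campaign, cut at about 8.5% in these data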;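 note: 0% = DMSO-only wells as the low control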
# Target sequence (P78536 215-824 limits assumed): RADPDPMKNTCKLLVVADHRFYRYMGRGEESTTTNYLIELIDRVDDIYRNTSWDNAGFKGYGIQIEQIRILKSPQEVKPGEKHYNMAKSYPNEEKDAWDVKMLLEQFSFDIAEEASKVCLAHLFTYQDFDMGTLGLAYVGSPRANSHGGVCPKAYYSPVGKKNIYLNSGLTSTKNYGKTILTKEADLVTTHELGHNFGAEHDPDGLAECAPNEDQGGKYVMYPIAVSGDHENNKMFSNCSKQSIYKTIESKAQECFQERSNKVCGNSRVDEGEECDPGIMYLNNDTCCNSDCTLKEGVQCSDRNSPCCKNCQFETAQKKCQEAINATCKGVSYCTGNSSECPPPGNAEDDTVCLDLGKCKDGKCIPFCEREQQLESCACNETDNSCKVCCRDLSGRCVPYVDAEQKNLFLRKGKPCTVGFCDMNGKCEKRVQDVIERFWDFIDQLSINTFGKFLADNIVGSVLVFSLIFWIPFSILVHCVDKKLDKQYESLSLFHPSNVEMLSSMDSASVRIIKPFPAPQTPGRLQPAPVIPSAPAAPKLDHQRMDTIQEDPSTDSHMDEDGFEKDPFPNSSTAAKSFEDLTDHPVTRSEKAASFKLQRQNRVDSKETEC
# PLCg1 inh: blocks human PLC-gamma1 enzyme activity; P19174; 370,000 compounds, 0.84% hits; inhibition, % at 12.2 µM; purified PLC-gamma1, fluorogenic substrate, fluorescence; AID 720700; in the data active = inhibition above about 9.5%
# proKLK7 act: activators of human kallikrein-7 zymogen | 370,000 compounds, 0.9% hits | purified proKLK7, EDANS-DABCYL substrate fluorescence; 100% is mature enzyme control, 0% vehicle | activation, % at 7 µM | P49862;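 active = activation above the mean of all tested compounds plus 3 SD, computed per campaign excluding outliers beyond control limits, cut at about 13% in these data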
# Tn7 DDE FP: inhibitors of Tn7 peptide binding to human fibrin DD(E); 370,000 compounds, 0.13% hits; P02675; FP displacement of FITC-Tn7 peptide from fibrin DD(E); 0% = median of compound wells per plate; inhibition, % at 8.3 µM;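 active = inhibition above the mean of compounds falling within the control limits plus 3 SD of them, cut at about 14% in these data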;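 note: 0% = plate median of compound wells and 100% = 10 µM Aha-Tn7 peptide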
#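 Assay system: human fibrin DD(E). Input: DD(E) 2 µM final. Medium: Tris buffer with calcium and detergent, pH 7.8. Compound dosing: single point at 8.3 µM. Timing: 10 min plus 3 h, room temperature. Technique: fluorescence polarization of the labelled Tn7 tracer. Read-out: percent inhibition. Replicates: singlicate testing.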
# Tn6 DDE FP: DD(E)-Tn6 binding inhibition, primary FP screen; 370,000 compounds, 0.21% hits; Fibrin DD(E) TRITC-Tn6 fluorescence polarization displacement; inhibition, % at 8.3 µM; AID 720509; P02675;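 active = inhibition above a per-campaign cutoff: mean of compounds within control limits plus 3 SD, cut at about 15% in these data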;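 note: 0% = median of all compound wells on the plate and 100% = blocking peptide control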
# MBD2 DNA inh: blocks human MBD2 binding to methylated DNA; Q9UBB5; AID 686964; TR-FRET, MBD2 binding to methylated oligonucleotide; 370,000 compounds, 0.31% hits; inhibition, % at 4.4 µM; in the data active = inhibition above about 13%
# Target sequence (Q9UBB5 whole entry, looked up): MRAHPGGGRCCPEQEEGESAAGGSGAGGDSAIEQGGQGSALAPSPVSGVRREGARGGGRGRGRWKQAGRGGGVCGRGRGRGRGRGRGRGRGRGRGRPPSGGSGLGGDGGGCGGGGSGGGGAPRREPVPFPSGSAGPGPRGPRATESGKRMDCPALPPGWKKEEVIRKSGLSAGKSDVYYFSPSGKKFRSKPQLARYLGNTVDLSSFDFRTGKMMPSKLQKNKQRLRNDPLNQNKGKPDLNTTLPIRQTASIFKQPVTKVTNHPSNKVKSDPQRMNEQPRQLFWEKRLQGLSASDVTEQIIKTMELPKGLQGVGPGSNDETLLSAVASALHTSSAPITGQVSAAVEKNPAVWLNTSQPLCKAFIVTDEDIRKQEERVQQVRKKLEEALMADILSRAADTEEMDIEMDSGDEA
# UHRF1 MBD2 ctr: human UHRF1 methylated DNA binding inhibitors; inhibition, % at 4.4 µM; Q96T88; UHRF1 binding to methylated oligo, TR-FRET; 370,000 compounds, 0.75% hits; in the data active = inhibition above about 21%;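 note: UHRF1 SRA domain binding a hemimethylated CpG hairpin DNA probe; 0% = median of test compound wells and 100% = reference inhibitor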
# PLC-beta3 inh: PLC-beta3 (human) inhibition, primary screen | Q01970 | Purified PLC-beta3, fluorogenic substrate, fluorescence | inhibition, % at 12.2 µM | 370,000 compounds, 0.18% hits | AID 720704; in the data active = inhibition above about 11%;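 note: 0% = median of compound wells on plate and 100% = full blocker control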
# ASAP1 GAP inh: blocks human ASAP1-stimulated Arf1 GTP hydrolysis; Q9ULH1; GDP FP detection; inhibition, % at 16.5 µM; 360,000 compounds, 0.19% hits; AID 624377; in the data active = inhibition above about 25%;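 note: 0% = vehicle with enzyme and substrate and 100% = no enzyme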
# ARFGAP1 inh: inhibits rat ARF GTPase activating protein 1; Arfgap1-stimulated ARF1 GTP hydrolysis, GDP FP detection; AID 651572; inhibition, % at 16.5 µM; 360,000 compounds, 0.26% hits; Q62848;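 active = inhibition above a per-plate limit, mean inhibition of low control wells plus 3 SD, cut at about 25% in these data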;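 note: 0% = DMSO wells with enzyme and 100% = wells lacking Arfgap1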
#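 system = rat Arfgap1 catalytic domain, aa 1-136 | technique = FP, GDP Alexa 633 tracer displaced from anti-GDP antibody, 620/688 nm | compound = one concentration, 16.5 µM, DMSO 1.26% | medium = HEPES-based buffer, pH 7.5 | timing = compound-enzyme preincubation 20 min, reaction 120 min, detection 60 min, 25 °C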
# Starred values were filed as active, the others as inactive; . = not tested or not shown.
# The line under a structure holds: ADAM17 inh, PLCg1 inh, proKLK7 act, Tn7 DDE FP, Tn6 DDE FP, MBD2 DNA inh, UHRF1 MBD2 ctr, PLC-beta3 inh, ASAP1 GAP inh, ARFGAP1 inh
O=C(Nc1ccc(N2CCOCC2)c(S(=O)(=O)Nc2cc(Cl)ccc2Cl)c1)c1cccnc1
    3, 1, -0.2, -5, -9, -5, -2, -10, 7, 3
CS(=O)(=O)N1CCCC(C(=O)NCCc2ccccc2)C1 (configuration not stated)
    -1, 1, -0.7, -8, -9, -1, 0, 2, 9, -1
O=[N+]([O-])c1ccc(NCc2ccncc2)cc1
    6, 13*, -0.2, -1, 2, -2, -5, 1, -9, 3
CC(=O)Nc1nnc(SCC(=O)N2C(C)CCCC2C)s1 (configuration not stated)
    -2, 0, -1.0, 2, 9, 1, 0, -6, 4, -3
O=C1c2ccccc2S(=O)(=O)N1Cc1ccccc1[N+](=O)[O-]
    -2, 1, -0.5, -2, 8, -3, 0, -5, 5, 7
CCOc1ccc(N2C(=O)C3=C(C(c4ccc(Cl)cc4)=NCCN3)C2c2cccnc2)cc1 (configuration not stated)
    1, -64, 0.8, 6, -10, -4, 1, -100, 6, 5
O=C(CN(c1ccccc1)S(=O)(=O)c1ccc(F)cc1)N1CCCCCC1
    0, 0, 0.3, 3, 1, -4, 2, 2, 1, 9
CN(c1ccccc1)S(=O)(=O)c1cc(C(=O)c2nccn2C)ccc1Cl
    3, 3, 0.2, 3, 2, -5, 1, 3, -15, -2
CC1CCCC(NC(=O)CN2C(=O)c3cccnc3Oc3ccc(Cl)cc32)C1C (configuration not stated)
    -1, 2, -0.8, 1, 7, 4, -1, -4, -12, 0
COc1cccc(C2/C(=C(\O)c3ccc4c(c3)OCCO4)C(=O)C(=O)N2CC2CCCO2)c1 (configuration not stated)
    -3, -2, -0.5, 1, 8, 0, -2, -10, 2, 4
COc1ccc(CN(CC(=O)NC2CCCC2)C(=O)c2onc(C(N)=O)c2N)cc1
    -5, 0, 0.0, -1, -3, 4, 2, -1, 1, 1
CCc1ccc(Nc2ccc(C(=O)O)cc2[N+](=O)[O-])cc1
    3, 2, -0.2, -13, 0, -14, -8, -6, 0, 1
COCCNc1nc(NCc2cccc(OC)c2)c2sc(-c3ccccc3)cc2n1
    -15, -10, -5.4, -6, -11, 1, 1, -22, -2, 6
CCN1CCN(c2ncc(C(=O)Nc3cc(Cl)ccc3OC)c3ccccc23)CC1
    -2, -30, -2.5, 5, 1, -2, -1, -44, 0, 12
CC(=O)c1sc(N/N=C2\CC3CC2C(C)C3(C)C)nc1C (configuration not stated)
    -2, -20, 0.1, -3, -5, -1, 0, -36, 6, 7
O=C(COC(=O)c1nc(Cl)ccc1Cl)NNC(=O)c1ccccc1
    -5, 3, -0.4, -4, 1, 2, 0, -7, -24, -6
Cc1cc2c(cc1C)N(CC(=O)N1CCCC1)C(=O)CC(c1ccccc1)=N2
    2, 2, -0.8, 5, -9, 5, 1, -2, 7, -4
CCc1ccc(OCCCC(=O)NCc2ccco2)cc1
    2, 3, 0.6, 5, -7, -2, -1, 7, 5, -6
COc1ccc(Oc2c(C=O)c3ccccc3n2C)cc1
    0, -1, -0.6, -1, 7, 4, 1, -5, 5, 10
CC(C)(C)S(=O)(=O)N1C[C@@H]2C(=C(CCO)C[C@@H]3C(=O)N(c4ccccc4)C(=O)[C@@H]32)[C@H]1CCO
    -1, 0, 0.1, -6, 4, 0, 2, 2, -6, -1
COc1ccc(S(=O)(=O)NCC(=O)N(CC(=O)NCC2CCCO2)Cc2ccc(F)cc2)cc1 (configuration not stated)
    -8, -2, 0.1, 5, -3, 14*, -5, -5, 1, 6
Cc1nnc(N2C(=O)C(O)=C(C(=O)c3ccco3)C2c2ccc(F)cc2)s1 (configuration not stated)
    -3, -64, 0.1, 3, 1, -4, -25, -85, 6, -4
CCCc1ccc(C(C)NC(=O)c2cnccn2)cc1 (configuration not stated)
    -3, -8, -0.1, -3, 6, 0, 0, -15, -6, -5
Cc1cccc2sc(N(CCCN(C)C)C(=O)c3ccc4ncsc4c3)nc12
    -1, -1, 1.2, 2, 8, -1, 0, -13, 3, 5
N#CCCn1[nH]c(-c2ccccc2)cc1=O
    -6, -22, -0.3, 4, -1, 11, 18, -25, 6, -11
CCc1nn(CC(=O)NCCCN2CCN(C)CC2)c(=O)c2cc3sc(C)cc3n12
    -4, 0, 0.5, 3, -12, 2, -6, -14, 2, 6
O=C(CCNC(=O)c1ccccc1)NCc1ccccc1F
    3, 5, 0.4, -10, -11, -7, 2, -5, -12, 10
CCc1noc(C)c1C(=O)Nc1nc(-c2ccc(OC)cc2OC)cs1
    -2, -11, -0.3, 2, 3, 0, -3, -19, 23, 0
COc1ccc(-c2ccc(CCC(=O)O)n2NC(=O)c2cccs2)cc1
    -4, -9, 0.2, -5, 6, 3, 1, -4, -4, -1
COc1ccc(S(=O)(=O)NCC(=O)N(CC(=O)NCc2ccco2)Cc2ccccc2)cc1
    -1, 3, 0.8, -3, -4, 3, -2, -7, 10, 7
O=C1NC(=O)C([N+](=O)[O-])=C(O)C1=O
    -2, 3, -0.1, 1, -2, -3, -3, 0, 11, 13
O=S(=O)(c1ccc(OC(F)(F)F)cc1)N1CCC(O)(c2cccc(C(F)(F)F)c2)CC1
    7, 4, 0.1, -4, -2, 4, 3, -12, -6, 9
COCCCN1C(=O)[C@H](CC(=O)NCCC(C)C)[C@]2(C(=O)OC)CCCCC=C12
    -2, 1, 0.4, 1, -1, 2, 2, 2, ., .
CCSc1nncn1/N=C/c1ccc(OC)c(OC)c1
    -4, -2, 0.9, -6, -8, -1, -2, -3, -5, -8
O=c1[nH]c(-[n+]2ccc3ccccc3c2)c(/C=N/N=C(\[O-])c2ccccc2)s1
    -35, -55, -0.5, 17*, -8, -11, -16, -88, 4, 3
O=C1c2ccccc2-n2c1nc1ccccc1c2=O
    1, 3, 0.0, -12, -5, -11, -9, 7, 6, 6
Cn1c(-c2csc(-c3ccccc3)n2)n[nH]c1=S
    -3, 0, 0.1, -7, 6, -2, 1, 4, -1, -1
Cc1cc(NS(=O)(=O)c2ccc(N3C(=O)C4C5C=CC(C5)C4C3=O)cc2)nc(C)n1 (configuration not stated)
    -6, 4, 0.3, 7, -11, 9, 9, 5, 0, 8
C/C(=N\N=C1\NC(=O)C(CC(=O)Nc2ccccc2F)S1)C1CCCCC1 (configuration not stated)
    0, 0, 0.4, 0, 7, 1, 0, -9, -6, 5
CCOC(=O)N1CCN(C(=O)C[C@@H]2C[C@@]3(C(=O)OC)CCCCC=C3N(Cc3ccc4c(c3)OCO4)C2=O)CC1
    -2, 1, -0.4, 0, -2, -7, -2, 1, 10, 6
Cc1cccc2nc(CSc3ccccc3N)cn12
    -3, 0, -0.5, 8, -2, -6, 1, 3, 3, -1
CCn1nnnc1SCC(=O)c1cccc(OC)c1
    0, -4, -0.3, -3, 1, 0, 0, -2, -3, 9
CN1C(=O)[C@H]2[C@@H](C3CC3)N3C(=O)CN(Cc4ccccc4)C(=O)[C@@]3(C)[C@H]2C1=O
    -3, 2, -0.9, 0, 2, 0, 2, 1, -2, 0
Cc1ccc(CNC(=O)c2ccc3c(c2)S(=O)(=O)c2ccccc2C3=O)cc1
    0, -2, -0.8, 6, 1, -1, -1, -4, -11, -8
COc1ccc(/C=N/OCC(=O)Nc2nc3ccccc3s2)cc1
    -3, -1, 0.1, -5, 4, 0, -1, 5, -14, 8

# An excerpt of these results, as comma-separated lines:
smiles,ADAM17 inh,PLCg1 inh,proKLK7 act,Tn7 DDE FP,Tn6 DDE FP,MBD2 DNA inh,UHRF1 MBD2 ctr,PLC-beta3 inh,ASAP1 GAP inh,ARFGAP1 inh
CCSc1nncn1/N=C/c1ccc(OC)c(OC)c1,-4,-2,0.9,-6,-8,-1,-2,-3,-5,-8
COCCCN1C(=O)[C@H](CC(=O)NCCC(C)C)[C@]2(C(=O)OC)CCCCC=C12,-2,1,0.4,1,-1,2,2,2,.,.

# The listing continues.
# The line under a structure holds: ADAM17 inh, PLCg1 inh, proKLK7 act, Tn7 DDE FP, Tn6 DDE FP, MBD2 DNA inh, UHRF1 MBD2 ctr, PLC-beta3 inh, ASAP1 GAP inh, ARFGAP1 inh
Cc1ccc(C(=O)N2CCNC(=O)C2CC(=O)Nc2ccc(F)cc2)cc1C (configuration not stated)
    -3, 0, -0.1, 3, 1, 4, 1, -6, 5, -5
Cc1ccc(C(=O)Nc2ccccc2OC(F)F)cc1
    -6, 0, -0.2, -2, 3, 2, 1, -1, -2, 8
Cc1ccc(N2CC(C(=O)NC3CCSC3=O)CC2=O)cc1 (configuration not stated)
    1, 1, 0.2, -2, -2, 0, -2, 3, -6, 4
CC1(C)Cc2cccc(OCC(=O)Nc3nccs3)c2O1
    -4, 0, 0.1, -3, -3, 1, -4, 1, 10, 6
Cc1ccc(Cn2ccc(=O)c(OCc3ccccc3)c2C)cc1
    1, 2, -0.4, 4, -5, -8, 0, 4, 0, -1
Cc1cc2c(OCC(O)CN3CCCCC3)cccc2[nH]1 (configuration not stated)
    -3, -8, 1.0, -7, -13, -3, 7, -17, 10, 5
Cc1ccc(-c2nnc(NC3CCCCC3)c3ccccc23)cc1S(=O)(=O)N1CCN(C)CC1
    -1, -4, 0.6, -9, -6, -1, -3, -8, 8, 9
CCOC(=O)N1CCN(C(=O)c2cccc(S(=O)(=O)Nc3ccc(OC)cc3)c2)CC1
    -3, 1, -0.8, 2, -6, -3, -2, 4, 8, -6
CCN(CC)CCCNc1nc2ccccc2c2[nH]c3ccc(OC)cc3c12
    -72, -252, 6.6, 2, 3, 91*, 85*, -330, 3, -1
O=C1CCC(/C=C/c2ccccc2)=NN1Cc1ccccc1
    -1, -2, 0.4, 6, 8, -6, -2, -1, -11, -2
COc1ccc(C(=O)Nn2c(SCc3cccc([N+](=O)[O-])c3)nc3ccccc3c2=O)cc1
    2, 1, 0.3, 2, 5, -4, 0, 1, 3, 7
CCC1CCCCN1CCNC(=O)c1[nH]c(C)c(C(C)=O)c1C (configuration not stated)
    -6, -2, 0.0, 2, 3, 5, 1, 2, 1, 0
c1cc(Nc2cccc3nccnc23)c2nccnc2c1
    4, -4, -0.8, -1, -6, -1, -5, -6, -2, -4
COc1ccc(CNC(=O)CCN2C(=O)c3ccccc3S2(=O)=O)cc1
    -3, 0, 0.1, -2, -2, -3, -4, -8, 6, -3
CCN(N)C(=S)Nc1ccc(F)cc1
    -6, -2, 0.8, 8, 1, 5, 2, -5, -12, -11
CC1(C)Cc2c(cnn2-c2cccc(F)c2)C(NC(=O)CN2CCCC2=O)C1 (configuration not stated)
    -2, 0, -0.1, -4, -1, 3, 1, -5, 3, -6
CCn1c(COc2ccccc2)nnc1SCc1ccc(C#N)cc1
    1, 9.6*, 0.8, 0, 2, 0, 3, 6, 13, -3
CSCCC(NC(=O)/C(=C/c1ccco1)NC(=O)c1ccc(Br)o1)C(=O)O (configuration not stated)
    -4, -6, 0.1, 1, -9, 3, -1, -16, -13, -3

# Quoted from the listing.
# For MBD2 DNA inh, O=c1[nH]c(-[n+]2ccc3ccccc3c2)c(/C=N/N=C(\[O-])c2ccccc2)s1 is entered as -11
# For proKLK7 act, CCCc1ccc(C(C)NC(=O)c2cnccn2)cc1 (configuration not stated) is entered as -0.1

# Compounds as they come; 4.1% or so of the library scored in one or more.
